ULK1 inh: human ULK1 kinase inhibition, primary screen; 1.9% of 30,000 active; AlphaScreen Atg13 phosphorylation by ULK1, luminescence; O75385; inhibition, % at 5.96 µM; in the data active = inhibition above about 43%;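 also: 0% = median of compound wells and 100% = no enzyme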
ASK1 inh: inhibitors of human ASK1 kinase; Q99683; AlphaScreen MKK6 phosphorylation by ASK1, luminescence; inhibition, % at 7.44 µM; 0.99% of 22,000 active; AID 1159602; in the data active = inhibition above about 35%;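 also: 0% = median of compound wells and 100% = no enzyme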
Target sequence (Q99683 whole entry, looked up): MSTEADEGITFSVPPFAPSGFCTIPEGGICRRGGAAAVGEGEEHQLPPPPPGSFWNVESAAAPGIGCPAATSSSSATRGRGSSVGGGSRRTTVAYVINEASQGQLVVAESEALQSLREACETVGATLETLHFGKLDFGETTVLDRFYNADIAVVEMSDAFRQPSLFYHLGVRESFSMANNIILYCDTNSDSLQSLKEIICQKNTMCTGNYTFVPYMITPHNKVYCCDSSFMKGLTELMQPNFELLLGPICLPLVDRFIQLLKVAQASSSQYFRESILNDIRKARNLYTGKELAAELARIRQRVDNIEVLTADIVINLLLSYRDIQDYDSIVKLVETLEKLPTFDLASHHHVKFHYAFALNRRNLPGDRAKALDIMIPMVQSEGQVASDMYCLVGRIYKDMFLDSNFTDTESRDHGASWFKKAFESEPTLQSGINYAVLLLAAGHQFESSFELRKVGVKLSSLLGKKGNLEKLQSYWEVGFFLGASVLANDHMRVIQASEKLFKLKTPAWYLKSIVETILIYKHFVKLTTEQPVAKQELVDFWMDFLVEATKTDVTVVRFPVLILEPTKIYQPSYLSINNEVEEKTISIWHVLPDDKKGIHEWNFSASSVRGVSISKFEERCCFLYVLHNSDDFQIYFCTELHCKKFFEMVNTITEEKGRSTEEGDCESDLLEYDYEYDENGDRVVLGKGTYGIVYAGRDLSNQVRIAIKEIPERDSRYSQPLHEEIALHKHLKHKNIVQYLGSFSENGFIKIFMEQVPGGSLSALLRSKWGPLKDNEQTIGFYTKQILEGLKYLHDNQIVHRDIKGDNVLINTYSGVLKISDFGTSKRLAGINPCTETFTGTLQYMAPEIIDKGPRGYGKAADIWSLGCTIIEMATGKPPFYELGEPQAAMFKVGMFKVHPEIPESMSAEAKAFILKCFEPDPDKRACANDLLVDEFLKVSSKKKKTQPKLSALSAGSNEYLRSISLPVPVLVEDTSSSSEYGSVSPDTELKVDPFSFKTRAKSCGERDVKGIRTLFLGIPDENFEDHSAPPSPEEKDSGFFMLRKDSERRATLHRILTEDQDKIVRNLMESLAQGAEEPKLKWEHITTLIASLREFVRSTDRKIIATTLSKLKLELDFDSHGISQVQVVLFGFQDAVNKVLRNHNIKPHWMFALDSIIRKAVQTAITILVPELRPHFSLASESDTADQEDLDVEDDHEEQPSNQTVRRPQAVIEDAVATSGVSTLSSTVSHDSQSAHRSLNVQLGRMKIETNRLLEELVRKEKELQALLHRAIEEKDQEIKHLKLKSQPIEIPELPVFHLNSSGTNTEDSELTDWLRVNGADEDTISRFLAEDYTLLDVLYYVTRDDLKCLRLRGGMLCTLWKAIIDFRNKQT
Active calls of the source: *; . = no result given; & = joins results of further samples.

SMILES	ULK1 inh	ASK1 inh
COc1cc(Nc2cc(-c3ccccc3)nc(N)n2)cc(OC)c1OC	-6	-9
C/C(=C/C(=O)O)C1CCCCC1	-8&-11	.
Cn1nccc1-c1ccc(-c2ccnc(Nc3ccc(-n4cnc(N5CCOCC5)n4)cc3)n2)cc1	16	1
O=C1CCCN1CCCNc1cc(N2CCc3ccccc3C2)ncn1	9	0
CN(C)CCOc1cc(-c2cn[nH]c2)ccc1NC(=O)C1COc2ccccc2C1 (centres undefined)	-1	7
Cn1c(Nc2nc(Nc3ccc(N4CCOCC4)cc3)c3ncn(-c4ccsc4)c3n2)nc2ccccc21	20	-20
CCN1C(=O)Cc2cc(NC(=O)c3ccc(OC)c(OC)c3)ccc21	-7	.
O=C(COc1ccc(Br)cc1)N(CCO)CCO	4	.
COc1ccc(-c2nc(NCCN(C(C)C)C(C)C)c3ncn(Cc4ccc(C(F)(F)F)cc4)c3n2)cn1	-22	-12
COc1ccc(CCNc2ncnc3c2nc(NC2CCC(O)CC2)n3C(C)C)cc1 (centres undefined)	18	4
CC(C)[C@H](N)C(=O)OCC(CO)OCn1cnc2c(=O)[nH]c(N)nc21 (some centres undefined)	8	.
CC(C)N(CCNc1nc(N2CCN(Cc3ccc4c(c3)OCO4)CC2)nc2nc[nH]c12)C(C)C	3	-1
COc1cc2nc(-c3ccc(C(N)=O)cc3)nc(Nc3cc(OC)c(OC)c(OC)c3)c2cc1OC	-15	14
COc1cc(Nc2cc(-c3ccc(C(=O)NC4CC4)cc3)nc(N)n2)cc(OC)c1OC	-11	-22
O=C(Cc1cn(-c2ccc(Nc3nccc4ccccc34)nn2)c2ccccc12)NC1CCN(Cc2ccccc2)CC1	14	9
COc1ccc2c(c1)C[C@H](C(=O)Nc1ccc(-c3cn[nH]c3)cc1OC1CCOC1)NC2 (some centres undefined)	-25	-6
O=C(NC1CC1)c1ccc(-c2ncc(C(=O)Nc3ccccc3)s2)cc1	9	15
CC(=O)Nc1ccc(Nc2nc(NCCCN3CCCC3=O)nc3c2ncn3C2CCCCC2)cc1	24	3
CC(=O)c1cccc(-c2cccc3cnc(Nc4ccc(-n5cnc(C)n5)cc4)nc23)c1	-1	2
CCCNC(=O)c1csc(Nc2cnccn2)n1	5	10
CCN(CC)c1nc(NCCc2ccc(OC)cc2)nc(Nc2cnccn2)n1	-1	8
COc1ccc(-c2cnc(NC(=O)c3ccc(F)cc3)n2C)cc1	10	.
O=C1CCCN1CCn1cnc2c(NCc3nc4ccccc4[nH]3)nc(Nc3ccc4ncccc4c3)nc21	12	2
CC(=O)OCC1(COC(C)=O)COCC(COC(C)=O)(COC(C)=O)C1=O	3	.
O=C1CNC(=O)c2c(nc3n2CCC3)N1	2	.
CN(C)CCOc1cc(-c2ccncc2)ccc1NC(=O)C1COc2c(F)cccc2C1 (centres undefined)	-13	-12
O=C(Nc1cnn(-c2cccc(C(=O)Nc3ccncc3)c2)c1)Nc1ccccc1Cl	2	9
CN1CC[C@@H](Oc2cc(-c3cn[nH]c3)ccc2NC(=O)[C@H]2COc3ccccc3O2)C1	-2	11
Cc1ccc(NC(=O)CSc2nnc3n2CCN3c2ccc(F)cc2)cc1	-2	.
C[C@@H](O)[C@H]1C(=O)N2C(C(=O)O)=C(S[C@@H]3CN[C@H](CNS(N)(=O)=O)C3)[C@H](C)[C@H]12	5	.
Cc1nn(C)c(C)c1-c1nc2ncnc(NCCO)c2[nH]1	-1	10
CC(N=C(NC#N)Nc1ccncc1)C(C)(C)C (centres undefined)	11	.
CC(C)n1cnc2c(NC3CCN(Cc4ccccc4)CC3)nc(-c3cccs3)nc21	-28	11
CN1CCN(c2cc(-c3ccncc3)nc(-c3cccnc3)n2)CC1	6	.
Cc1ncn(-c2ccc(Nc3cc(-c4nocc4C4=CCCC4)ccn3)cc2)n1	-51	1
COc1ccc2c(c1)CC(c1nc3ncc(-c4cn[nH]c4)cc3[nH]1)CO2 (centres undefined)	9	5
O=C(NC1CC1)c1csc(N2CCN(Cc3ccc4c(c3)OCO4)CC2)n1	2	-5
COc1cc2nc(NCCN3CCOCC3)nc(NCCO)c2cc1OC	-5	1
Cc1cccc(NC(=O)Nc2cnn(-c3cccc(C(=O)NN)c3)c2)c1	-4	-5
O=C(O)[C@H](O)[C@@H](O)[C@H](O)[C@H](O)CO	5	.
Nc1nc(NCCc2ccc(O)cc2)cc(Nc2ccncn2)n1	0	-7
Cc1cccc(C)c1NC(=O)c1ccc(N)cc1	1	.
CC(C)c1nc(CN(C)C(=O)N[C@H](C(=O)N[C@@H](Cc2ccccc2)C[C@H](O)[C@H](Cc2ccccc2)NC(=O)OCc2cncs2)C(C)C)cs1	-7	.
CO[C@@]1(NC(=O)CSCC#N)C(=O)N2C(C(=O)O)=C(CSc3nnnn3C)CS[C@@H]21	7	.
COc1ccc(CCNc2nc(-c3ccc(N4CCN(C)CC4)cc3)nc3c2ncn3C(C)C)cc1	-6	28
c1ccc(-n2cnc3c(Nc4ccc5c(c4)OCO5)nc(Nc4nccc5ccccc45)nc32)cc1	-1	8
COc1ccc(CCNc2nc(Nc3cccnc3)nc3c2ncn3C(C)C)cc1	9	-2
Cc1cnc(NCc2ccc3c(c2)OCO3)nc1Nc1ccccc1	-6	23
O=C(Nc1ccc(-c2cn[nH]c2)cc1)[C@@H]1Cc2ccccc2CN1	1	-10
CCN(CC)C(=O)C1CCCN(c2ncc(C(=O)NCCCN3CCCC3=O)s2)C1 (centres undefined)	8	-10

Later entries.
SMILES	ULK1 inh	ASK1 inh
O=C1CCCN1CCCNc1nc(Nc2nccc3ccccc23)nc2c1ncn2C1CCCCC1	28	0
O=C(CC(=O)N/N=C\c1cccc(Cl)c1Cl)NCc1ccccc1	-5	.
CC(C)N(CCNC(=O)c1cnc(-c2cccc(N)c2)s1)C(C)C	-12	-6
Oc1ccc(CCNc2nc(Nc3ccncn3)nc3nc[nH]c23)cc1	21	-15
CCCNc1nc(-c2cccc(C(C)=O)c2)ncc1C	8	-7
CC(C)N(CCNc1ncnc2c1nc(N1CCCC1CO)n2C(C)C)C(C)C (centres undefined)	9	2
O=C(COc1ccccc1F)NCCS(=O)(=O)N1CCN(c2ccc(F)cc2)CC1	-3	.
CC(=O)c1cccc(-c2cc(C(=O)Nc3ccc(Oc4ccccc4)cc3)ccn2)c1	-4	9
CC(C)n1cnc2c(Nc3ccccc3)nc(Nc3nc4ccccc4n3C)nc21	14	4
O=C(Nc1cn[nH]c1-c1ccc(F)cc1)c1ncn[nH]1	-20	-38
Nc1nc(NC2CC2)c2ncn(C3C=CC(CO)C3)c2n1 (centres undefined)	1	.
O=C1CCCN1CCCNc1nc(Nc2ccncc2)nc2nc[nH]c12	55*	-11
COc1ccc(CCNc2nc(NC3CCN(Cc4ccccc4)CC3)ncc2C)cc1	-2	14
CC(C)(CO)C(O)C(=O)NCCCC(=O)O (centres undefined)	-19	.
CCC(=O)Nc1ccc(NC(=S)NC(=O)c2ccc(OC)c(OC)c2)cc1	-2	.
COc1ccc(CCNc2nc(-c3cccc(N)c3)ncc2C)cc1	-3	2
COc1cc(NC(=O)c2cnc(NC3CCN(Cc4ccccc4)CC3)s2)cc(OC)c1OC	-13	-21
CCN(CC)c1nc(NCc2ccccc2)nc(Nc2nccc3ccccc23)n1	2	15
Cc1cnc(NCc2ccc3c(c2)OCO3)nc1NC1CCN(Cc2ccccc2)CC1	-1	3
CCN(CC)c1nc(NCCCN2CCCC2=O)nc(NCCCN2CCCC2=O)n1	6	-3
O=C(NC1CC1)c1cnc(Oc2ccccc2)s1	11	-4
CC(C)(Oc1ccc(Cl)cc1)C(=O)O	-2	.
O=C(COc1cccc2ccc(N3CCCC3)nc12)NCc1ccc(F)cc1	4	.
FC(F)(F)c1ccc(Nc2nccc(NCc3ccccc3)n2)cc1	-14	-14
COc1ccc(-c2cncc(C(=O)NCCO)c2)cc1	-3	-4

Next section.
Sequence of screens: ULK1 inh, ASK1 inh
Cc1nn(C)c(C)c1-c1cc(Nc2ccc(Oc3ccccc3)cc2)ncn1
→ -5, 6
CC1CN(C)C(C)CC1OC(=O)c1ccccc1 (centres undefined)
→ -3, .
O=C(NCc1cccc(C(F)(F)F)c1)c1cnc(NCCN2CCOCC2)s1
→ -1, -14
CCN(CC)C(=O)C1CCCN(c2cccc(C(=O)NCc3nc4ccccc4[nH]3)c2)C1 (centres undefined)
→ 7, -6
COc1cccc(CN(C)C(=O)c2cn(C)c3cc(-c4cn[nH]c4)ccc23)c1
→ -44, 11
CCNc1nc(NCCOc2ccccc2)c2ncn(C(C)C)c2n1
→ -6, 9
CCCNc1ccnc(-c2cccc(N)c2)n1
→ 7, 1
O=C(c1cnccc1Nc1ccc2[nH]ncc2c1)N1CCOCC1
→ 4, -12
CCNc1nc(C(=O)NCCOc2ccccc2)cs1
→ -6, 1
CC1=C(C(=O)O)N2C(=O)[C@@H](NC(=O)C(N)C3=CCC=CC3)[C@H]2SC1 (some centres undefined)
→ 0, .
COc1cc(NC(=O)Cc2cn(-c3ccc(Nc4cc(OC)c(OC)c(OC)c4)nn3)c3ccccc23)cc(OC)c1OC
→ -14, -2
O=C(NC1CCN(Cc2ccccc2)CC1)c1csc(NCCN2CCOCC2)n1
→ 0, -7
COc1ccc(CCNC(=O)c2cccc(-c3c(C)noc3C)c2)cc1
→ 1, -7
CCN1C(=O)C(O)(C(C)C(=O)c2ccccc2)c2ccccc21 (centres undefined)
→ 0, .
COc1ccc(Br)cc1/C=N/NC(=O)c1ccccn1
→ -16, .

Two records picked at random from those above:
Sequence of screens: ULK1 inh, ASK1 inh
COc1ccc(CCNC(=O)c2cccc(-c3c(C)noc3C)c2)cc1
→ 1, -7
O=C(NC1CCN(Cc2ccccc2)CC1)c1csc(NCCN2CCOCC2)n1
→ 0, -7

Later entries.
Sequence of screens: ULK1 inh, ASK1 inh
COc1cc2nc(Nc3nc4ccccc4n3C)nc(Nc3ccc(NC(C)=O)cc3)c2cc1OC
→ -52, 72*
c1cncc(CNc2nc(Nc3ccncn3)nc3c2ncn3C2CCCCC2)c1
→ 23, 14
O=C(Cc1ccc(F)cc1)N1CCN(c2ccc(-c3ccco3)nn2)CC1
→ 9, .
CC(=O)Nc1cccc(N=Cc2cc([N+](=O)[O-])cc(Cl)c2O)c1
→ 26, .
O=C(Cc1ccc2c(c1)OCO2)Nc1cc(Nc2ccccc2-c2ncn[nH]2)c(Cl)cn1
→ -16, -10
CN(C)c1cccc(Nc2nc(NCCN3CCOCC3)c3[nH]cnc3n2)c1
→ 23, 10
CCNc1nc(C)cc(NCCN2CCOCC2)n1
→ 5, -9
CCCNc1nc(Nc2nccc3ccccc23)ncc1C
→ 4, -14
Cc1c(C(=O)O)[nH]c2ccc(Cl)cc12
→ -1, .
c1cncc(CNc2nc(N3CCN(Cc4ccc5c(c4)OCO5)CC3)nc3nc[nH]c23)c1
→ 20, 3
COc1cc2nc(N3CCN(c4ccccn4)CC3)nc(Nc3ccc(N4CCOCC4)cc3)c2cc1OC
→ -39, 28
O=C1CCCN1CCn1cnc2c(Nc3ccc(N4CCOCC4)cc3)nc(Nc3ccc(C(F)(F)F)cc3)nc21
→ -25, -1
CCCNC(=O)c1cncc(-c2ccc(C(N)=O)cc2)c1
→ -5, -22
COc1cccc2cc(C(=O)Nc3ccc(Cl)cc3)/c(=N/O)oc12
→ 6, .
COc1nc(Nc2ccc(N3CCOCC3)cc2)nc(-c2cccc(N)c2)n1
→ -3, 14

Shown with each value named: part of the list above.
> CCCNc1nc(Nc2nccc3ccccc23)ncc1C
  ULK1 inh: 4
  ASK1 inh: -14

> Cc1c(C(=O)O)[nH]c2ccc(Cl)cc12
  ULK1 inh: -1
  ASK1 inh: .

> c1cncc(CNc2nc(N3CCN(Cc4ccc5c(c4)OCO5)CC3)nc3nc[nH]c23)c1
  ULK1 inh: 20
  ASK1 inh: 3

Further compounds follow:
Sequence of screens: ULK1 inh, ASK1 inh
Cc1nn(S(=O)(=O)c2ccccc2)c(C)c1S(=O)(=O)N(C)c1ccccc1
→ 6, .
CC(C)n1cnc2c(NCCO)nc(N3CCOCC3)nc21
→ 3, 7
COc1ccc(CCNc2ncnc3c2nc(Nc2cccnc2)n3C(C)C)cc1
→ 3, -2
c1ccc(OCCNc2cc(N3CCOCC3)ncn2)cc1
→ -12, 0
CN(C)CCCO[C@@H]1[C@H]2OC(C)(C)O[C@H]2O[C@@H]1C(O)CO (some centres undefined)
→ -1, .
COc1cc(NCCCC(C)N)c2ncccc2c1 (centres undefined)
→ 33, .
Cc1cc(N2CCOCC2)nc(Nc2ccc(NC(=O)CC(C)C)cc2)n1
→ 4, .
COc1cc(CNc2ncc(-c3ccc(Br)cc3)n2C)cc(OC)c1O
→ -13, .
COCOc1ccccc1C1=NOC(C(=O)Nc2cnn(-c3cccc(C(=O)NCCN4CCOCC4)c3)c2)C1 (centres undefined)
→ -3, 1

A few values from above:
COc1cc(CNc2ncc(-c3ccc(Br)cc3)n2C)cc(OC)c1O | ULK1 inh: -13
COc1cc(NCCCC(C)N)c2ncccc2c1 (centres undefined) | ULK1 inh: 33
Cc1nn(S(=O)(=O)c2ccccc2)c(C)c1S(=O)(=O)N(C)c1ccccc1 | ULK1 inh: 6
Cc1cc(N2CCOCC2)nc(Nc2ccc(NC(=O)CC(C)C)cc2)n1 | ULK1 inh: 4

Marked active in ULK1 inh (from the list above):
Sequence of screens: ULK1 inh, ASK1 inh
O=C1CCCN1CCCNc1nc(Nc2ccncc2)nc2nc[nH]c12
→ 55*, -11

Bioassay records deposited in PubChem BioAssay by The Scripps Research Institute Molecular Screening Center.

The order is random; 2.4% or so of the library scored in one or more.
